Screens from PubChem.
PGE2 EP2 inh: human EP2 receptor antagonists, primary screen, TR-FRET cAMP, C6 glioma cells; Prostaglandin E2 receptor EP2 subtype (Homo sapiens), P43116; C6 glioma cells expressing human EP2; cells stimulated with saturating PGE2; inhibition, % at 25 µM; hit rate 0.52% among 260,000;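 active = percent inhibition above 40 after rounding to a whole number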;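 note: rat C6 glioma host cells with rolipram phosphodiesterase inhibitor present; the protocol text gives 20 µM as final concentration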
Target sequence (P43116 whole entry, looked up): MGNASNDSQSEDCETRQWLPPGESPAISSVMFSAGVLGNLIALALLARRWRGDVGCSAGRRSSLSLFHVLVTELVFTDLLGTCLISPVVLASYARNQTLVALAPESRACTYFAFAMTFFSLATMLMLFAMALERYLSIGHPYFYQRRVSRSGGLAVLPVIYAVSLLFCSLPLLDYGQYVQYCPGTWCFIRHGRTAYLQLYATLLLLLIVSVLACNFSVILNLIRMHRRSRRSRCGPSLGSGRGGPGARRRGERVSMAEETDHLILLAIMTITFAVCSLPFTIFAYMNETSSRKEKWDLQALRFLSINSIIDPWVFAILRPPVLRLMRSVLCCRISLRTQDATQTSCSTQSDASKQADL
Furin inh: human furin inhibitors, primary screen, biochemical, fluorescence intensity | hit rate 0.061% among 220,000 | purified furin, fluorogenic substrate cleavage | inhibition, % at 30 µM; in the data active = inhibition above about 25%; note: inactives centre near -15
NCF1 inh: p47phox/p22phox peptide binding inhibitors, primary screen, biochemical, uHTS, NADPH oxidase regulatory subunit | AID 1274, 2008 | hit rate 0.53% among 220,000 | inhibition, % at 24.7 µM | fluorescence polarization, 2 h;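 active = inhibition above about 30%, limit read from the data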;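 note: 0% = p47phox with labelled peptide and 100% = labelled peptide alone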
Target sequence (P14598 whole entry, looked up): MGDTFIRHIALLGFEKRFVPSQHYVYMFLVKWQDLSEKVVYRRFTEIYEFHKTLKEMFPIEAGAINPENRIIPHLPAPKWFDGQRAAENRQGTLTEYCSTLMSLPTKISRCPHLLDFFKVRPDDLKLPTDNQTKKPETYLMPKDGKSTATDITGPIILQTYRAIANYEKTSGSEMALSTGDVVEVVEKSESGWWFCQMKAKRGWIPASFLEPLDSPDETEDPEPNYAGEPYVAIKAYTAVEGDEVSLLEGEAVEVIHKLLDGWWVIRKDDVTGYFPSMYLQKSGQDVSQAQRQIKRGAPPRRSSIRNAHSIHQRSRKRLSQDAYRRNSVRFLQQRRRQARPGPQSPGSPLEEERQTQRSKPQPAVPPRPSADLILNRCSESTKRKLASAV
PPC-1+TRAIL kill: compounds killing PPC-1 cancer cells with TRAIL present, primary screen, TRAIL potentiator project, ATPLite luminescence, uHTS; PPC-1 cells + TRAIL, ATPLite viability luminescence; cell killing (% activity), % at 4 µM; hit rate 0.41% among 220,000;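 active = cell killing above 50% in the first pass at 4 µM, then a duplicate retest at 5 µM averaging 50% or more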;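 note: plate controls were cells with TRAIL plus DMSO for no effect and medium-only wells lacking cells for full effect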
TbHK1 inh: Trypanosoma brucei hexokinase 1 inhibitors, primary screen, biochemical, G6PDH-coupled NADH absorbance, MLSCN library | hit rate 0.11% among 220,000 | hexokinase 1 [Trypanosoma brucei] | inhibition, % at 10 µM | recombinant TbHK1, G6PDH-coupled NADH A340;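 active = inhibition of 50% or more in the single-dose primary screen; inactive = inhibition below 50%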
p97 inhibitor: inhibitors of human p97 ATPase, primary screen, biochemical | Transitional endoplasmic reticulum ATPase (Homo sapiens), P55072 | recombinant p97 ATPase, Kinase-Glo ATP luminescence, 3 h | inhibition, % at 8 µM | hit rate 0.42% among 220,000; in the data active = inhibition above about 15%;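 note: 0% = DMSO vehicle and 100% = wells lacking enzyme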
Ba/F3 V617F tox: reduced viability of JAK2V617F-dependent Ba/F3 cells, primary screen, JAK2V617F inhibitor project, cell-based, Ba/F3 EpoR-JAK2V617F, luminescence; ATP luminescence; inhibition, % at 5.6 µM; hit rate 1.1% among 220,000;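 active = inhibition above the campaign mean plus 3 SD over all tested compounds, cut at about 24% in these data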;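 note: cytokine-independent growth of Ba/F3 cells driven by EpoR plus mutant JAK2; 0% = DMSO-treated cells and 100% = JAK inhibitor I control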
RBBP9 inh: human RBBP9 inhibitors, primary screen, biochemical, fluorescence polarization, FP-Rh probe, HTS. recombinant RBBP9. inhibition, % at 7.94 µM. hit rate 0.2% among 220,000. AID 1515, 2009;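 active = inhibition above the campaign mean of all tested compounds plus 3 SD, cut at about 14% in these data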;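 note: plate controls were DMSO wells with RBBP9 for no effect and wells lacking RBBP9 protein for full effect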
Target sequence (O75884 whole entry, looked up): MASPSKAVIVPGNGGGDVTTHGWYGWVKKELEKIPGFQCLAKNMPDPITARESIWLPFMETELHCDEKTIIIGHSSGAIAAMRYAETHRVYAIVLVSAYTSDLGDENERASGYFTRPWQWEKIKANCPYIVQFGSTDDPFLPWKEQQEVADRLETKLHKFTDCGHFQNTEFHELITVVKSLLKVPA
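Material: RBBP9 protein. Amount: RBBP9 at 2.5 µM in dispensed solution, before mixing. Schedule: 30 min then 45 min, 25 °C. Medium: Tris buffer pH 8.0, NaCl, Pluronic. Measured by: fluorescence polarization. Measure: percent inhibition from mP, scaled between DMSO and no-protein wells. Replication: one well per compound.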
BaF3 tox: parental Ba/F3 cell viability inhibition, counter-screen for JAK2V617F inhibitor project, murine pro-B, CellTiter-Glo luminescence | hit rate 1.1% among 220,000 | CellTiter-Glo ATP luminescence | inhibition, % at 5.6 µM;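 active = inhibition above a per-campaign cutoff, the mean inhibition of all tested compounds plus 3 SD, cut at about 27% in these data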;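 note: 0% = DMSO wells and 100% = JAK Inhibitor I control wells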
* = called active by the depositor; · = not tested or not shown; & = joins results of further samples; [ ] = another dose, or the depositor's remark. An excerpt, so the mix of outcomes need not match the whole.

Every second line gives: RBBP9 inh	PGE2 EP2 inh	BaF3 tox	TbHK1 inh	PPC-1+TRAIL kill	p97 inhibitor	Ba/F3 V617F tox	Furin inh	NCF1 inh
> Cc1cc(C)nc(Sc2ccc3nnnn3n2)n1
  -7	8	4	3	0	1	1	-13	-18
> CS/C(=N\S(=O)(=O)c1cccs1)NC(=O)CSc1nc2ccccc2s1
  -7	23	1	7	11	3	-3	-21	-42
> CCc1cccc(OCCCCN(CC)CC)c1
  -1	15	10	-1	-16	-3	3	-28[20 µM]	-34
> C=C(C)COc1ccc(-c2[nH]ncc2-c2ccc(OC)cc2)c(O)c1
  -5	12	0	9	7	10	-6	-3	-3
> Nc1c(N(CCO)C(=O)COc2ccc(Cl)cc2)c(=O)[nH]c(=O)n1Cc1ccccc1
  -10	5	4	-1	-38	3	-2	-19	0
> Cc1cc(C(=O)Cn2nnc(-c3ccc(Cl)cc3)n2)c(C)n1CC1CCCO1 (stereo unspecified)
  -10	5	5	-10	·	-2	-4	-6	-32
> O=C(c1ccc2c(c1)N(Cc1ccc(F)cc1)C(=O)CS2)N1CCOCC1
  -2	0	6	25	-2	2	0	-11	25
> C=CCn1c(SCC(=O)c2c(N)n(C)c(=O)n(C)c2=O)nnc1-c1ccccc1F
  -5	2	7	-3	-25	6	2	-22	-3
> Cc1cccc(-c2nsc(SCC(=O)Nc3cc(C)on3)n2)c1
  -5	3	3	1	1	2	-1	-30	2
> COc1cc(-c2nc3ccc4ccccc4c3c3c2CCC3)cc(OC)c1OC
  -8	9	2	-4	0	4	1	-16[20 µM]	-34
> COc1ccccc1-c1cc(-c2ccc(C)cc2)nc(SCc2nnc(-c3ccccc3)o2)c1C#N
  0	14	0	-28	18	3	-3	-12	-15
> Cc1ccccc1C(=O)NC1CCN(CC(=O)NCc2ccc(F)cc2)CC1
  -10	7	2	0	12	0	-3	-16	1
> Cc1nc(NC(=S)NC(=O)c2cccs2)ccc1Br
  -7	14	4	-13	21	-2	-2	-24	-5
> CC1CN(C(=O)CSc2nc(-c3ccccc3)cs2)CC(C)O1 (stereo unspecified)
  -2	17	6	-5	5	0	0	-15[20 µM]	-4
> Cc1ccc(-n2ncc3c(NCc4ccco4)ncnc32)cc1C
  -2	4	-1	-4	9	10	-4	-18	-23
> O=C(CSc1nnc(-c2ccc(F)cc2)o1)Nc1ccc(S(=O)(=O)N2CCCC2)cc1
  -4	4&8	3	7	-6	5	1	-18	9
> CCn1nnc(-c2ccccc2NS(=O)(=O)c2ccc(S(=O)(=O)N(C)C3CCCCC3)cc2)n1
  1	6	6	1	12	-3	3	-21[20 µM]	-37
> CC(=O)N(Cc1ccc2c(c1)OCO2)C1CC(=O)N(CCc2ccccc2)C1=O (stereo unspecified)
  -1	23	4	0	6	-1	-1	-11	1
> CC(NC(=O)c1cc2ccccc2o1)c1cccs1 (stereo unspecified)
  -6	9	5	-24	-1	-1	4	-8[20 µM]	-14
> CCC(=O)Nc1cccc(C2=NOC3(C2)C[C@@H](C(N)=O)N(C(=O)c2cc([N+](=O)[O-])cc([N+](=O)[O-])c2C)C3)c1 (stereo partly specified)
  ·	15	·	-13	32	·	·	-26	-10
> CCOC(=O)C1=C(O)/C(=C\c2ccc(CNS(=O)(=O)c3ccc(Br)cc3)o2)N=C1C
  -1	8	-3	25	-3	3	-3	7	-14
> Cc1ccc(S(=O)(=O)N(Cc2cc3ccccc3[nH]c2=O)c2cccc(C)c2)cc1
  3	3	-3	-8	-5	-1	2	-30	-2
> OCC1CCCCN1C(=S)NCc1ccco1 (stereo unspecified)
  -3	5	6	0	1	3	0	-32	·
> Nc1c(S(=O)(=O)c2ccccc2)c2nc3ccccc3nc2n1CCN1CCOCC1
  -2	6	5	-12	20	-4	2	-32	-2
> CCCC(C)C(=O)Nc1ccc(F)c(Cl)c1 (stereo unspecified)
  -10	9	8	5	2	-5	2	-14	-4
> Cc1occc(=O)c1OC(=O)Nc1ccccc1
  1	20	-2	2	35	4	-4	-3	-9
> C#CCOCCOCCOCCNc1nc(N2CCN(C(=O)C([C@@H](C)CC)n3cc(C(N)Cc4ccc(O)cc4)nn3)CC2)nc(N2CCN(C(=O)[C@H](CCC(=O)O)n3cc(C(N)CC(C)C)nn3)CC2)n1 (stereo partly specified)
  0	-2	-3	-9	-4	0	6	-14	·
> COc1ccc(OC)c(S(=O)(=O)N2CCC(C(=O)Nc3cc(C)ccc3C)CC2)c1
  -2	8&8	7	20	29	-3	-1	-15[20 µM]	-9
> CCOC(=O)C1=C(C)N(c2ccccc2)C(=O)C1
  -5	10	5	0	4	-1	4	-15[20 µM]	6
> CN(C)CC(=O)c1ccc(-c2ccccc2)cc1
  -8	7	8	-2	-6	-2	1	-17	44*

Gathered by group: the compounds so far with bromine (2)
Every second line gives: RBBP9 inh	PGE2 EP2 inh	BaF3 tox	TbHK1 inh	PPC-1+TRAIL kill	p97 inhibitor	Ba/F3 V617F tox	Furin inh	NCF1 inh
> Cc1nc(NC(=S)NC(=O)c2cccs2)ccc1Br
  -7	14	4	-13	21	-2	-2	-24	-5
> CCOC(=O)C1=C(O)/C(=C\c2ccc(CNS(=O)(=O)c3ccc(Br)cc3)o2)N=C1C
  -1	8	-3	25	-3	3	-3	7	-14

Next compounds follow:
Every second line gives: RBBP9 inh	PGE2 EP2 inh	BaF3 tox	TbHK1 inh	PPC-1+TRAIL kill	p97 inhibitor	Ba/F3 V617F tox	Furin inh	NCF1 inh
> O=C(NCc1n[nH]c(=S)n1-c1ccccc1)c1ccc(S(=O)(=O)N2CCCCC2)cc1
  0	1	4	1	4	6	3	-16	-7
> CC(=O)N(CN1C(=O)c2ccccc2C1=O)c1ccccc1
  -1	5	0	1	29	0	4	-21	-6
> Cc1cc(C)n(-c2cccc(CN(C)Cc3nc(-c4cnccn4)no3)c2)n1
  -10	7	4	-3	8	-5	1	1	-16
> COC(=O)COc1ccc(-n2cnnn2)cc1
  -4	8	1	1	-2	9	-4	-28	-1
> CCCCNC(=O)CN1C(=O)C(CC)Oc2ccc(Cl)cc21 (stereo unspecified)
  -5	6	8	2	12	-8	2	-11	4
> CCOC(=O)c1cnn(CCOC(=O)c2ccccc2F)c1NC(=O)c1ccccc1F
  -1	4	7	-3	-10	3	-1	-24	-7
> CCCC(=O)NNc1cc(=O)c2c(=O)n(C)c(=O)n(C)c2[nH]1
  4	9	2	-4	-29	6	0	-5[20 µM]	-24
> CC1=NN(S(=O)(=O)c2ccc(Cl)cc2Cl)C(=O)c2ccccc2O1
  7	6	-6	-10	22	1	-3	-29	-6
> Cc1noc(C)c1CSc1nnc2c(C)cc3ccccc3n12
  3	·	0	-1	·	5	-3	1[20 µM]	·
> c1ccc(CCCc2nc(-c3ccccn3)no2)cc1
  -7	6	5	-5	12	0	-5	-13[20 µM]	-16
> CCOC(=O)c1oc2ccc(S(=O)(=O)Nc3ccc4c(c3)n(C)c(=O)n4C)cc2c1C
  -4	4	15	-5	12	4	5	-21[20 µM]	-9
> CCOC(=O)c1c(NC(C)=O)sc2c(OC(C)=O)cccc12
  3	23	-2	0	-11	4	-4	-15[20 µM]	-15
> Cc1ccc(-n2c(SCC(=O)N3CCCC3)nc3c(c2=O)SCC3)cc1
  4	·	3	-19	13	-2	5	-9	-29
> NS(=O)(=O)c1ccc(CCNC(=O)CCCCCNc2nc(=S)[nH]c3ccccc23)cc1
  -4	10	2	0	14	3	-4	-7	-2
> O=C(c1ccccc1-c1ccccc1)N1CCCC1
  -8	16	2	4	5	2	-3	-21[20 µM]	1
> Cc1ccc(SCc2cc(=O)[nH]c(Nc3nc(C)c4ccc(C)cc4n3)n2)cc1
  -11	7	5	-6	19	-6	-1	-5	-14
> COc1cc(SC#N)ccc1N=Cc1c(C)[nH]n(-c2ccc(C)cc2C)c1=O
  5	8	-2	-25	24	2	-1	-10[20 µM]	-15
> CCOC(=O)COc1cc2c3c(c(=O)oc2cc1C)CCCC3
  1	3	7	-7	9	-6	-1	-27[20 µM]	-8
> COc1ccccc1NC(=O)CN1C(=O)CSC(C)C1=O (stereo unspecified)
  -6	6	3	0	30	-1	1	-19	-2
> CCCCC(=O)Nc1ccc(C(=O)NCC(=O)OC)cc1
  0	5	1	-7	10	3	-3	-23[20 µM]	-8
> CCC(C)(C)NC(=O)COc1ccc(OCc2ccccc2)cc1
  -5	3	1	6	25	-1	-4	-14	-2
> Cc1ccccc1CN1CCN(CC(=O)NCc2ccc3c(c2)OCO3)C1=O
  -2	7	7	7	13	2	-1	-29	-32
> O=C(NCCn1cc(SCc2ccccc2F)c2ccccc21)c1c(F)cccc1F
  1	15	8	-4	2	0	4	-12	-16
> CN(C)/C=N/c1c(C#N)cnn1-c1ccc(C(F)(F)F)cn1
  -11	4	0	-10	-1	-6	1	-15	155*
> CN(C)c1nnnn1Cc1ccccc1
  -9	14	4	-12	28	2	-1	-24	0
> COCCNC(=O)Cn1c(=O)n(C)c2ccccc21
  -6	2	2	-3	7	1	-4	-27[20 µM]	-3
> CC(=O)Nc1cccc(Oc2nc(-c3ccccn3)nc3ccccc23)c1
  6	9	-4	8	-2	-3	5	-11	-9
> CSc1cccc(NC(=O)C2CCN(S(C)(=O)=O)CC2)c1
  -3	5	3	-5	30	-2	-2	-13[20 µM]	-14
> COc1cc(C)c(S(=O)(=O)N2CCOCC2)cc1C(C)C
  -1	7	11	8	-12	-8	9	-3[20 µM]	-5
> CCOC(=O)C1CCN(Cc2coc3c(Cl)cc(Cl)cc3c2=O)CC1
  -7	9	2	-6	-5	1	0	-17[20 µM]	-7
> CCN(CC)S(=O)(=O)c1ccc(NC(=O)COc2c(OC)cccc2OC)cc1
  -8	6	-2	1	22	0	-4	-23	-1
> O=C(NC(=S)Nc1ccc(N2CCOCC2)c(Cl)c1)C(c1ccccc1)c1ccccc1
  -28	8	2	-6	10	-13	4	-4[20 µM]	-12
> COC(=O)Cn1cnc(=O)c(C#N)c1/C=C/N(C)C
  4	11	7	-23	15	-5	-1	-14	-13
> CCOC(=O)c1c(NC(=O)CSc2nc3c(c(=O)n(C)c(=O)n3C)n2C(C)C)sc(C)c1C
  1	9	-1	-5	-5	7	-1	-28[20 µM]	-4
> CCc1ccc(-n2c(C)cc(/C=N/NC(=O)c3ccncc3)c2C)cc1
  0	8	9	-17	26	2	0	-7	-16
> Cc1ccc(C)c(OCC(=O)Nc2ccc(N3CCOCC3)cc2)c1
  5	7	5	-6	12	3	-3	-5	-1
> O=C1/C(=C/c2ccccn2)SC(=S)N1Cc1ccccc1
  3	16	1	-36	-11	9	-4	-1	-7
> CSc1nc(Cl)cc(=O)[nH]1
  15*	4	-3	-1	19	6	0	-21	-8
> COC(=O)c1sc(N2C(=O)c3oc4ccccc4c(=O)c3C2c2cccc(O)c2)nc1C (stereo unspecified)
  -11	2	-2	-17	31	1	1	-14	-5
> Cc1ccccc1N1C(=O)c2ccccc2N2C(=O)c3ccccc3C12 (stereo unspecified)
  -2	14	3	-12	-16	0	-4	-12[20 µM]	-9
